ALOX12 inh: ALOX12 (human) lipoxygenase inhibition. P18054. purified 12hLO, xylenol orange hydroperoxide absorbance. Potency, µM (doses to about 108 µM), inactives show at the highest dose activity change, negative = inhibition, most hits filed as inhibitors. 580,000 compounds, 1.1% hits. AID 1671190; active = well fitted inhibition curve with a large enough effect; inconclusive = small, poorly fitted or top-dose-only effect, or another doubt; inactive = no such curve, though single readings can be large or run the other way
Target sequence (P18054 whole entry, looked up): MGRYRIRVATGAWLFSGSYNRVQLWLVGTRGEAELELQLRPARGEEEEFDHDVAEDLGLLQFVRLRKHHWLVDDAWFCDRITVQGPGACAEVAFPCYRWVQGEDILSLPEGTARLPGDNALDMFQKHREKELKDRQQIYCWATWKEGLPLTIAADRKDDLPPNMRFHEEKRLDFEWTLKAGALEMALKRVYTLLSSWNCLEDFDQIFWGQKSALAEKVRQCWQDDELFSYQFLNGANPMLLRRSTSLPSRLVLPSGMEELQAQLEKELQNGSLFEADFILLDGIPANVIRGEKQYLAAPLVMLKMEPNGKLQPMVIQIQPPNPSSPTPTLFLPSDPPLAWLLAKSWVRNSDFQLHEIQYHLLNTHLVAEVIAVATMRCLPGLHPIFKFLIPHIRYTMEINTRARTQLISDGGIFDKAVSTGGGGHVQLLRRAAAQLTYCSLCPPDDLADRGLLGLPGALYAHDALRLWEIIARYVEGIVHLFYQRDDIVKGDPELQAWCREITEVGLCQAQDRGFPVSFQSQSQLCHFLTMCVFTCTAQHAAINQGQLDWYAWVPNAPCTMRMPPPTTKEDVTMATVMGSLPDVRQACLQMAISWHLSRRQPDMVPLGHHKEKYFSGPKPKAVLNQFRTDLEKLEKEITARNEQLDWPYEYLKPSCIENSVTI
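Hydroperoxide product was detected by ferrous iron/xylenol orange as the 573 to 405 nm absorbance ratio. Arachidonic acid at 40 uM (final) was turned over for 30 min at room temperature by 150 nM human 12hLO, pH 7.0 Hepes buffer, after 15 min compound preincubation.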
* hit, by the source's call; ? = inconclusive; [ ] = remark or other dose. % is set by controls: 0 for no effect and ±100 for the full control effect; potency is the fitted concentration of half-maximal effect. An excerpt; rates above refer to the full screens.

SMILES	ALOX12 inh
COCCn1c2c(c(=O)[nH]c1=O)C(c1cccc(Cl)c1)C1=C(N2)c2ccccc2C1=O (stereo not drawn)	?
CCOc1ccc(Nc2cc(C)nc3ccc(Cl)cc23)cc1	-26%
O=S(=O)(CCSc1nnnn1C1CCCC1)c1cc(Cl)ccc1Cl	-10%
CN(C)C(=O)c1ccc2c(c1)N(C)C(CC(=O)Nc1ccc[nH]c1=O)CO2 (stereo not drawn)	5%
Cc1ccccc1NC(=O)C1=NO[C@@H]2CN(CCc3ccccc3)C[C@H]12	3%[176 µM]
CC(NC(=O)c1ccc2c(c1)C(=O)c1ccccc1-2)C1CC2CCC1C2 (stereo not drawn)	4%
CC(C)(C)CCN1CCCC(COc2ccccc2C(=O)NC2CC2)C1 (stereo not drawn)	52%[activator]
O=C(/C=C/c1ccc(-c2ccccc2)cc1)c1ccccc1	?
Cc1cnc(C2CCOCC2)n1C1CCCN(C(=O)CCc2c[nH]c3ccccc23)C1 (stereo not drawn)	26%
O=C(N[C@@H]1COCC[C@@H]1OCC1CC1)c1cc(-n2cccn2)ccc1Cl	5%
COc1ccc(C2Cn3nnc(-c4nc(-c5cccc(C(F)(F)F)c5)no4)c3CO2)cc1 (stereo not drawn)	16%
CC(C)n1c(SCCC(=O)O)nc2c1c(=O)[nH]c(=O)n2C	?
CN1CCN(c2cc(=O)c3ccnc(-c4ccc(CO)cc4)c3o2)CC1	-4%[176 µM]
CCOC(=O)C(NC(=O)COc1cc(C)cc(C)c1)C(=O)OCC	-15%
CCc1ncncc1C(=O)O	?
CN1c2cc(C(=O)N3CCN(c4ccccc4F)CC3)ccc2C(=O)N2CCCC21 (stereo not drawn)	?
CCc1cccc(NC(=O)C2CCN(C(=O)c3nnn4cc(C)[nH]c(=O)c34)CC2)c1	27%
Cc1ccc(S(=O)(=O)NCc2nnnn2-c2ccc(C)c(C)c2)cc1	-27%
CC1=C[C@@H](CNC(=O)NCCO)[C@H](C(C)C)C[C@H]1CC(=O)NCc1cccnc1	-7%[176 µM]
CC(C)CCN1CCn2c(nn(-c3ccc([N+](=O)[O-])cc3)c2=O)C1	?
O=C(c1cc2ccccc2oc1=O)N1CCC(N2CCCCC2)CC1	-28%
COc1ccccc1-c1nnc(SCC(=O)NC(C)c2ccc3c(c2)CCCC3)o1 (stereo not drawn)	2%
O=C(Cc1c[nH]c2ncc(-c3ccccc3)cc12)N1CCCC1	-4%[176 µM]
CCCOc1ccc(Br)cc1C1C(C(=O)OCC)=C(C)Nc2nnnn21 (stereo not drawn)	55%[activator]
Cc1ccccc1OCc1nnc(SCC(=O)NC2CCCCC2)n1C	?
COc1ccc(OC)c(NC(=O)Cn2c(-c3ccc(F)cc3)nc(C)c(CCO)c2=O)c1	-5%
CS(=O)(=O)N(Cc1cccnc1)C1CN(C(=O)Cc2c[nH]c3ccccc23)C1	1%
CCCC1CCCC(=O)O1 (stereo not drawn)	10%[176 µM]
CCCCS(=O)(=O)N1CCC(CC(=O)NCc2ccccc2)C1 (stereo not drawn)	21%
CC(C)c1ccc(/C=C(\C#N)C(=O)NC2CC2)cc1	9%

Ordered by SMILES length (smallest number first): some entries from above.
SMILES	ALOX12 inh
CCCC1CCCC(=O)O1 (stereo not drawn)	10%[176 µM]
CCc1ncncc1C(=O)O	?
CC(C)c1ccc(/C=C(\C#N)C(=O)NC2CC2)cc1	9%
Cc1ccccc1OCc1nnc(SCC(=O)NC2CCCCC2)n1C	?
CCCCS(=O)(=O)N1CCC(CC(=O)NCc2ccccc2)C1 (stereo not drawn)	21%
O=C(c1cc2ccccc2oc1=O)N1CCC(N2CCCCC2)CC1	-28%
O=C(Cc1c[nH]c2ncc(-c3ccccc3)cc12)N1CCCC1	-4%[176 µM]
CCOC(=O)C(NC(=O)COc1cc(C)cc(C)c1)C(=O)OCC	-15%
CCCOc1ccc(Br)cc1C1C(C(=O)OCC)=C(C)Nc2nnnn21 (stereo not drawn)	55%[activator]
Cc1ccc(S(=O)(=O)NCc2nnnn2-c2ccc(C)c(C)c2)cc1	-27%
COc1ccccc1-c1nnc(SCC(=O)NC(C)c2ccc3c(c2)CCCC3)o1 (stereo not drawn)	2%
CC(C)CCN1CCn2c(nn(-c3ccc([N+](=O)[O-])cc3)c2=O)C1	?
CN1c2cc(C(=O)N3CCN(c4ccccc4F)CC3)ccc2C(=O)N2CCCC21 (stereo not drawn)	?
O=C(N[C@@H]1COCC[C@@H]1OCC1CC1)c1cc(-n2cccn2)ccc1Cl	5%
CS(=O)(=O)N(Cc1cccnc1)C1CN(C(=O)Cc2c[nH]c3ccccc23)C1	1%
COc1ccc(OC)c(NC(=O)Cn2c(-c3ccc(F)cc3)nc(C)c(CCO)c2=O)c1	-5%
CCc1cccc(NC(=O)C2CCN(C(=O)c3nnn4cc(C)[nH]c(=O)c34)CC2)c1	27%
CC1=C[C@@H](CNC(=O)NCCO)[C@H](C(C)C)C[C@H]1CC(=O)NCc1cccnc1	-7%[176 µM]

(cont.)
SMILES	ALOX12 inh
O=C(C1CC(=O)N(c2n[nH]c3ccccc23)C1)N1CCc2c([nH]c3ccccc23)C1 (stereo not drawn)	11%
Cc1cccc(CS(=O)(=O)N2CCC(C(=O)Nc3ccccc3C(=O)NC(C)(C)C)CC2)c1	11%
CC1CCCN1c1ncnc2c1CN(C1CCC1)C(=O)CN2C (stereo not drawn)	8%[176 µM]
O=C(Nc1c(NCc2ccccc2)c2ccccc2oc1=O)c1ccccc1Cl	-66%
O=C1CN(C(=O)CCC(=O)N2CCCC(c3nc(C4CCOCC4)no3)C2)c2ccccc2N1 (stereo not drawn)	33%
CC(=O)N1CC2(CCCN(C3CCCCC3)C2)Cc2ccccc21 (stereo not drawn)	?
O=C(c1ccc(Cl)cc1)N1CC2(CCN(CC3CCCC3)C2)OCc2ccccc21 (stereo not drawn)	4%[6.33 µM]
COc1ccc(-c2ccc3c(c2)C(=O)N2CCN(C(=O)c4cnccn4)C[C@H]2C(=O)N3)cc1	5%
Cc1ccc(-c2csc(Nc3ccc(O)cc3)n2)c(C)c1	?
COC(=O)C1=C(C)N(Cc2cccc(C(F)(F)F)c2)C(=NCc2ccc(C(F)(F)F)cc2)NC1c1cccc(C(F)(F)F)c1 (stereo not drawn)	?
COc1ccc(C(=O)N2CCOCC3(C2)CN(c2ccccc2)C3)cc1OC	?
O=C1OCC2=C1C(c1ccccc1)NC(=O)N2Cc1nc(C2CC2)no1 (stereo not drawn)	44%[activator]
Cc1nc(C)c(C(=O)N2[C@@H]3CC[C@H]2CC(NC(=O)c2ccncc2)C3)s1 (stereo partly drawn)	19%
COc1ccc(/C=C2\Oc3c(ccc(OS(C)(=O)=O)c3C)C2=O)cc1	?
CC(C)C[C@H]1COc2cccc(N3CCCC3)c2S(=O)(=O)N1	?
Cc1ccsc1/C=N/N=C(c1ccccc1)c1ccccc1	6%
CCOc1ccccc1C(=O)NCc1nnc2ccc(-c3ccc(C)cc3)nn12	11%
COc1ncc(-c2cc(C(=O)NCc3c(C)cc(C)[nH]c3=O)c3c(c2)N(C(C)C)CCO3)cn1	14%
NC(N)=NCc1ccc(CN2CCCC2)cc1	45µM*
Cc1ccc(Cn2cc(CN(C(C)(C)C)S(=O)(=O)c3ccc(F)cc3Br)nn2)cc1	-3%
O=c1[nH]c(Nc2ccccc2Cl)nc2nccc(-c3ccco3)c12	?
COCC[C@]1(O)CCN(C(=O)Nc2ccc(F)c(C(F)(F)F)c2)C[C@H]1C	13%
CCCCN1C(=O)N(c2ccc(Br)cc2)C(=O)C1c1nnnn1-c1c(C)cccc1Cl (stereo not drawn)	?
CCn1nc(C(=O)Nc2ccc(S(=O)(=O)N(C)C)cc2)c2ccccc2c1=O	-1%
CC(Oc1cccc(F)c1)C(=O)NCCc1ccccn1 (stereo not drawn)	?
O=C1c2ccccc2S(=O)(=O)N1Cc1nc(-c2ccc(Cl)c(Cl)c2)cs1	?
NCCc1ccc(CN2CCC(Oc3ncccn3)CC2)cc1	19%
Cc1c(C(C)NC(=O)CCN2CCCCCC2=O)cnn1-c1cccc(F)c1 (stereo not drawn)	-8%
Cc1ccc(/C=C/C(=O)O)s1	?
Cc1ccccc1N1Cc2c(NCC(C)(C)C)ncnc2N(C)CC1=O	33%
CN(CC(=O)Nc1ccc2c(c1)OC1(CCCC1)O2)S(=O)(=O)c1cccs1	?
COc1ccc2oc(=O)c(S(=O)(=O)N3CCC(C)CC3)cc2c1	-3%
O=C(CSc1nnc2ccccn12)N1CCN(Cc2cccc(Cl)c2)CC1	48%[activator]
S=c1[nH]c2cc(C34CC5CC(CC(C5)C3)C4)ccc2o1	?
CC(=O)N1CCc2cc(NC(C)C(=O)Nc3ccc(SC(F)F)cc3)ccc21 (stereo not drawn)	1%
COc1ccc(-c2c(C)c3cc(OS(C)(=O)=O)ccc3oc2=O)cc1	0%
CC(NCC(=O)NC1(C#N)CCCCCC1)c1ccc(Cl)cc1Cl (stereo not drawn)	?
CC(C)CC(=O)N1CCC2(CC1)C(=O)N(C)c1ccccc12	53%[activator]
Cc1cc(=O)oc2cc(Oc3ccc(S(=O)(=O)NC(C)C)cc3[N+](=O)[O-])ccc12	?
O=C1NCCCCCN(C(=O)NC2CCCCC2)[C@@H]2C[C@@H](C(=O)N3CCc4ccccc4C3)C[C@H]12	11%
CNC(=O)C1(N2CCC[C@H]2C(=O)NCc2ccccc2)CCCCC1	?
CC(C)n1nc(C(=O)OCC(=O)Nc2ccc(Cl)cc2F)c2ccccc2c1=O	6%
CCC(Sc1nc2nccnc2c(=O)n1CCc1ccccc1)C(=O)Nc1cccc(OC)c1 (stereo not drawn)	?
O=C(/C=C/c1ccccc1Cl)c1cc(Br)ccc1O	-45%
O=C(NC[C@H]1O[C@@H](CO)[C@@H](O)[C@H]1N1CCN(c2ccccn2)CC1)c1ccco1	?
COC(=O)CN1CCN(c2nc3c(c(=O)[nH]c(=O)n3C)n2Cc2ccccc2Cl)CC1	8%
COc1ccc(C(=O)N2C[C@@H](Oc3cccnc3)C[C@H]2C(=O)N2CCOCC2)cc1	?
O=C1C(N2CCN(Cc3ccc[nH]3)CC2)CCN1Cc1cccnc1 (stereo not drawn)	137%[activator]
CC(C)CC(=O)N1CCC2(CC1)CC(N(C(=O)c1ccccc1)C1CC1)CCO2 (stereo not drawn)	39%[activator]
Cc1ccc2[nH]c(CCC(=O)N3CC[C@H](CO)[C@H](O)C3)nc2c1C	23%
COc1ccc(Cl)cc1C(=O)N1CCC(N2CC3CC(C2)[C@H]2CCCC(=O)N2C3)CC1 (stereo partly drawn)	24%
O=C(c1nn(Cc2ccccc2)c(=O)c2ccccc12)N1CCN(CCOc2ccccc2)CC1	-23%
COCCNC(=O)CN1C(=O)NC2(CCC(C(C)(C)C)CC2)C1=O (stereo not drawn)	19%
O=C(CCC(F)(F)F)N1CCC(CCC(=O)N2CCC(Cc3ccccc3)CC2)CC1	55%[activator]
Nc1[nH]c(C(=O)c2ccccc2)c(-c2ccc3c(c2)OCO3)c1C(=O)NCCc1c[nH]c2ccccc12	3%
COC(=O)c1c(NC(=O)C2CC2)sc(C)c1C	?
Cn1nc(C(=O)N2CCC3(CC2)N=C(c2ccccc2)NO3)c2ccccc21	59%[activator]
CCOc1ccc(-c2csc(-c3ccc(Cl)cc3)n2)cc1	11%
O=C(c1cccc(F)c1)N1CCC2(CCCCO2)CC1	15%
O=C1CCC2(CCCO2)CCN1Cc1cccc(F)c1C(F)(F)F (stereo not drawn)	31%[activator]

As a short view, two of the compounds above:
SMILES	ALOX12 inh
O=C(c1cccc(F)c1)N1CCC2(CCCCO2)CC1	15%
O=C1CCC2(CCCO2)CCN1Cc1cccc(F)c1C(F)(F)F (stereo not drawn)	31%[activator]

Next part:
SMILES	ALOX12 inh
CCn1cc(C(=O)N[C@@H]2CN(Cc3ccccc3)C[C@H]2CN(C)C)cn1	46%[activator]
FC(F)(F)c1ccc(CN2CC[C@H](c3nc4ccccc4[nH]3)C2)cc1	?
Cc1ccc(CN2CCC(c3nn(C)c(=O)n3Cc3ccccc3)CC2)o1	13%
N#Cc1c(N2C(=O)CC(c3ccc4c(c3)OCO4)C3=C2CCCC3=O)sc2c1CCCCC2 (stereo not drawn)	?
O=C(CSc1nnc(Cc2cc(=O)[nH]c(=O)[nH]2)n1-c1ccc(F)cc1)c1ccccc1	-11%
Nc1nc(SCC(=O)NCc2ccc(F)cc2)n[nH]1	13%
Cc1noc(C)c1-c1ccc(S(=O)(=O)N[C@@H]2[C@@H](N)[C@H]3CCO[C@H]32)s1	-19%
COCCn1cnc2ccc(-c3ccc4c(c3)OCO4)nc2c1=O	1%[176 µM]
Cc1ccc(Nc2cc(C)nc(NCc3ccccc3)n2)c(C)c1	?
O=C(COc1ccc(F)cc1)N1CCN(c2cc(C(F)(F)F)ncn2)CC1	9%
COCCOCc1nc(C2CCCN2S(=O)(=O)Cc2ccccc2F)no1 (stereo not drawn)	41%[activator]
NCCC12CC3CC(CC(C3)C1)C2	60%[activator]
COCCN1CCCCCC(O)c2cc(C(=O)NCc3cc(F)cc(F)c3)ccc21 (stereo not drawn)	-7%
CN=C1S/C(=C\c2sccc2C)C(=O)N1C	-27%
COCCOc1ccnc(-c2noc([C@@H]3CCCN3CC3CC3)n2)c1	58%[activator][176 µM]
N#Cc1ccc(Oc2cccc3cccnc23)cc1C#N	?
O=C(c1cccc(OC2CN(Cc3cccc(F)c3F)C2)c1)N1CCOCC1	18%
Cc1ccc(-n2cc(C(=O)c3cc(C)ccc3O)cc(C#N)c2=O)cc1	?
C/C(=N\O)c1ccc(OCCCCCOc2ccc(/C(C)=N/O)cc2)cc1	-28%
CCCNC(=O)CCC(=O)N1CCCn2nc(-c3cn(C)c4ccccc34)cc21	-39%
O=C(O)CCC1CCN(C(=O)c2ccccc2Cl)CC1	3%
CN(C)c1cccc(C(=O)NC(c2ccccc2)c2ccccc2)c1	?
C=CCN1C(=O)COc2ccc(NC(=O)c3cc(=O)c4ccc(C)c(C)c4o3)cc21	0%
COCCNC(=O)[C@H]1C[C@H](Oc2cccnc2)CN1S(=O)(=O)c1ccc(F)cc1	1%

High-throughput results: PubChem, National Center for Advancing Translational Sciences (NCATS)
